# aDG glyco up – activators of alpha-DG glycosylation, primary screen, uHTS, Pro5-aDG cells, AlphaScreen | hit rate 0.22% among 360,000 | AID 624168, 2012 | alpha-DG glycosylation AlphaScreen (IIH6); 0% Pro5, 100% B10-LARGE cell signal | activation, % at 10 µM;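 active means activation of at least 8% versus controls, or a plate z-score of at least 8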;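 further: Pro5 are CHO cells carrying HIG-tagged alpha-DG that lacks glycosylation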
# Vif inh – HIV Vif self-association inhibitors, primary screen, imaging, HEK293T, single point. HEK293T cells, Vif self-association by quenched fluorescence, 24 h. inhibition, % at 7.49 µM. AID 602346, 2012. hit rate 0.35% among 340,000; in the data active means inhibition above about 50%, passing the limit was not always enough; further: some results filed as inactive read as strong as hits
# NR2E3 ag-1 – inhibitors of NR2E3-RetCOR corepressor binding, primary screen, NR2E3 agonist project, biochemical, TR-FRET, GST-NR2E3, biotin-RetCOR; 1536-well; hit rate 0.12% among 320,000; inhibition of corepressor binding, % at 4.78 µM; Photoreceptor-specific nuclear receptor (Homo sapiens), Q9Y5X4; AID 2300, 2010;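 active means percent inhibition above the cutoff of mean plus 3 SD of all tested compounds, set per screening campaign, cut at about 20% in these data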;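 further: 0% = DMSO wells and 100% = biotin wells as full block of FRET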
# Target sequence (Q9Y5X4 whole entry, looked up): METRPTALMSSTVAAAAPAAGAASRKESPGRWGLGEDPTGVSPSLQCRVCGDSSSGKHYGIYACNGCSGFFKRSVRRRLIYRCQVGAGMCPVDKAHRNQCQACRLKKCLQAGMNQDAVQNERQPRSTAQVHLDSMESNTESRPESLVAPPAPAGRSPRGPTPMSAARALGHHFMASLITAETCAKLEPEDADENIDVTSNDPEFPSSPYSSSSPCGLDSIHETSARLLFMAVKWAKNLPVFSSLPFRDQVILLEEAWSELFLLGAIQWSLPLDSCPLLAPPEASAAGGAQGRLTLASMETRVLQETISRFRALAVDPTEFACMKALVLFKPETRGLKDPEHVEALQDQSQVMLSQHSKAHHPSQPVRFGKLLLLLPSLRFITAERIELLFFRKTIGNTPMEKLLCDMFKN
#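 System: GST-tagged NR2E3 plus biotinylated RetCOR corepressor; Buffer or medium: pH 7.5 Tris-based buffer; Probe or stimulus: RetCOR corepressor, biotinylated, 7 nM; Doses: compound at 4.8 µM, single dose; Schedule: 5 h incubation at 4 °C; Technique: time-resolved FRET; Evaluation: percent inhibition of TR-FRET ratio; Replication: one well per compound, singlicate testing.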
# Peg3 promoter – Peg3 promoter-driven luciferase inhibitors, primary screen, cell-based, HeLa, luciferase luminescence | HeLa PEG-Prom luciferase reporter, overnight | inhibition, % at 20 µM | hit rate 1.7% among 360,000;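 active means inhibition of at least 50% at 20 µM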
# PDI inh – inhibitors of human PDI, primary screen, biochemical, turbidity, single point, plate reader. inhibition, % at 10 µM. AID 588391, 2011. PDI insulin aggregation turbidity, A650, 90 min. hit rate 0.052% among 350,000;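 active means mean inhibition across replicates of 30% or more, whatever share of single replicates reach that level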;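 further: absorbance from insulin aggregation driven by PDI reduction with DTT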
# Target sequence (P07237 whole entry, looked up): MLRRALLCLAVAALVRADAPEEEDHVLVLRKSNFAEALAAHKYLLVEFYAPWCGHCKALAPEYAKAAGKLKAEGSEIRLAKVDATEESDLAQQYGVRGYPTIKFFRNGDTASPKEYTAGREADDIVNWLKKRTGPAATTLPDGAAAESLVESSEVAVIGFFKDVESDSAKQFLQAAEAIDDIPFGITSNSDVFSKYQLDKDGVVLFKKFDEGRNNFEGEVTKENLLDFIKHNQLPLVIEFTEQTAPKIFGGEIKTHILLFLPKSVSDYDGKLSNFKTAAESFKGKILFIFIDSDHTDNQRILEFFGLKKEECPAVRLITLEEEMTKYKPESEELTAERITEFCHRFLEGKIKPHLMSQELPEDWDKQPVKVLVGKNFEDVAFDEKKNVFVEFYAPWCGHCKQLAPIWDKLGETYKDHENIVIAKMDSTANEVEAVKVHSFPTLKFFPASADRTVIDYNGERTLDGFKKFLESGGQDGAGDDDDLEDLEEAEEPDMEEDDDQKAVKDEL
# MITF TRPM1 inh – inhibitors of MITF-dependent TRPM1 promoter reporter, primary screen, cell-based, SK-MEL-5, single point, luciferase; SK-MEL-5 TRPM1 promoter luciferase, 24 h; inhibition, % at 12.5 µM; hit rate 0.83% among 330,000; AID 488899, 2010;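 active means mean inhibition across replicates of 60% or more, whatever share of single replicates reaches that level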; further: values of inactives mirror those of a sister screen read the other way
# CaV13 FRET inh – Primary screen for inhibitors of IQ motif and Ca2+-dependent inactivation inhibitor domain binding in CACNA1D, Förster resonance energy transfer in living cells, …; HEK cells, CFP/YFP FRET ICDI-IQ, plate reader, 10 min; percent FRET-ratio fall versus neutral wells; inhibition, % at 12.3 µM; hit rate 0.098% among 340,000; AID 743397;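 active means mean replicate inhibition of at least 30% and at least 1% of replicates passing that level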;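 further: 0% = median of the neutral control wells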
# NR2E3 ag-2 – NR2E3 agonists in two-hybrid cells, primary screen, cell-based, luminescence, CHO-S, Gal4-NCOR/VP16-NR2E3. luciferase. AID 602229, 2012. hit rate 0.35% among 360,000. inhibition of corepressor binding, % at 3.98 µM;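 active means inhibition above the mean of all tested compounds plus 3 SD, cut at about 70% in these data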;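 further: 0% = DMSO with NR2E3 transfected cells and 100% = cells lacking NR2E3 construct; higher means lower luciferase signal from less NR2E3 corepressor binding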
# iPSC survival up – enhancers of single-cell hiPSC survival, primary screen, ATPlite luminescence | 100% = ROCK inhibitor wells, 0% = DMSO | survival enhancement, % at 20 µM | hit rate 0.044% among 360,000; in the data active means survival enhancement above about 18%;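 further: cells exposed to compounds for 16 hours before the ATP read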
# HIF-2a inh – HIF-2a reporter inhibitors, primary screen, luminescence, 786-0 RCC cells; AID 624352, 2012; hit rate 0.72% among 360,000; inhibition, % at 18.8 µM; 786-0 RCC cells HIF-2a reporter, luciferase luminescence, overnight;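 active means inhibition of the luminescence signal of 40% or more relative to plate controls, in a single-dose primary screen at 18.75 µM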
# Granule exo inh – LAMP-1 surface exposure blockers, TALL-104 cells – cell-based, flow cytometry, MLPCN library, primary screen. TALL-104 LAMP-1 surface exposure; cells stimulated with thapsigargin and PMA. hit rate 0.66% among 360,000. AID 651702, 2012. inhibition, % at 10 µM;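 active means inhibition above about 55%, limit read from the data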
# Active calls of the source: *; x = not tested or not shown.
SMILES,aDG glyco up,Vif inh,NR2E3 ag-1,Peg3 promoter,PDI inh,MITF TRPM1 inh,CaV13 FRET inh,NR2E3 ag-2,iPSC survival up,HIF-2a inh,Granule exo inh
Cc1ccc(C(=O)N/N=c2\sc3ccccc3n2C)cc1,0.0,-3,-3,-52,0,7,-4,-16,-1.1,-45,-2
CCc1ccc2oc(-c3cccc(NC(=O)c4cccnc4)c3)nc2c1,-0.1,x,-3,-70,7,-73,x,-100,0.5,-303,9
COc1cccc(OC)c1C(=O)Nc1cccc2c1CCCC2,-0.1,-3,6,8,12,8,-19,-5,0.0,-3,-1
NC(COCc1ccccc1)c1csc(Nc2ccc(C(F)(F)F)cn2)n1 (stereo unspecified),0.3,-2,x,102*,9,x,-5,-27,-0.2,9,7
COc1ccc(CN2CCC(C)(Oc3ccc4c(c3)OCO4)C2)c2ccccc12 (stereo unspecified),-0.3,-5,x,-5,2,x,-4,-28,-2.1,6,-8
Cn1ncc2c(NNC(=O)C3CCCCC3)ncnc21,0.4,0,0,13,3,6,2,3,-0.8,8,-1
CCC1CCCCN1C(=O)c1cc2cc(Br)ccc2oc1=O (stereo unspecified),-0.2,10,-2,5,x,7,-2,8,0.4,14,-1
CC1CN(C(=O)c2cccc(COc3ccccc3Cl)c2)CC(C)O1 (stereo unspecified),0.1,-7,-5,-166,10,-43,-6,-148,-0.8,-168,7
O=C(O)CC(C(=O)Nc1ccc(Cl)cc1Cl)C1CCCO1 (stereo unspecified),0.2,6,3,15,0,-4,-5,-20,0.3,17,1
CC1CCN(CCCCOc2ccc([N+](=O)[O-])cc2)CC1,0.4,x,-1,2,-2,1,-3,3,-1.0,5,-2
CC(C)COC(=O)N1CCCCC1c1cc(C(=O)Nc2ccccc2)no1 (stereo unspecified),-0.2,-1,x,-8,12,x,-5,-38,-0.1,-30,2
O=C(CSc1nccc(=O)[nH]1)Nc1ccc(N2CCOCC2)c(Cl)c1,0.1,15,1,26,5,-3,-4,3,-0.5,9,-5
CCOC(=O)C1CCCN(c2c(Nc3cccc(C)c3)c(=O)c2=O)C1 (stereo unspecified),-0.2,6,2,15,-6,8,-6,-16,1.3,13,1
O=[N+]([O-])c1nn(-c2ccc3c(c2)OCCO3)n(O)c1=NC1CCN(Cc2ccccc2)CC1,1.3,-10,-1,-29,-7,24,-5,-11,-2.6,-38,-7
CCOc1ccccc1NC(=O)C(C)SCc1ccccc1 (stereo unspecified),0.1,6,3,31,17,4,4,12,0.0,18,8
CC1=C(C(=O)OCC(C)C)C(c2cccc(F)c2)N2C(=O)C(C)SC2=N1 (stereo unspecified),1.5,14,3,-3,13,-10,x,5,2.7,20,59*
Cc1ccc(-c2cc(C(=O)NC3CCCCC3)no2)cc1,-0.1,-47,-2,-166,1,-116,-5,-32,0.1,-209,-5
COc1cc(C)c(CN2CCN(S(=O)(=O)c3ccc(Cl)s3)CC2)cc1OC,-0.1,10,-2,4,-1,-12,-3,-41,-0.4,5,0
c1ccc(Sc2ncnc3c2oc2ccccc23)nc1,0.2,-15,-2,-242,-4,-55,-4,-93,-1.9,-206,-2
O=C(c1ccccc1)N1CCN(CC(O)Cn2ccc3ccccc32)CC1 (stereo unspecified),0.0,0,-2,5,5,2,2,5,-0.1,2,-2
CCCc1nnc(SCC(=O)N2CCCCC2C)n1CCCOC (stereo unspecified),-0.1,2,2,1,-10,8,-4,-2,-1.4,9,-2
COc1ccc(C(C(=O)NC2CCCC2)N(C(=O)c2snc(C(N)=O)c2N)c2cc(C)ccc2OC)cc1OC (stereo unspecified),0.0,-8,-3,15,-8,5,-3,-10,-0.6,20,9
CCOC(=O)c1sc2nc(NC(=O)C3CCCCC3)sc2c1C,0.0,-6,2,-23,-1,-30,-6,-4,0.1,-130,-7
C/C(=N\OCC(=O)N/N=C/c1ccccc1O)c1cccs1,0.5,11,3,8,-1,0,x,-21,3.3,-22,2
C=C(C)COc1ccc(-c2nc(N)ncc2-c2ccccc2OC)c(O)c1,-0.2,-1,1,23,-12,-1,-5,-43,-0.6,23,-1
Cc1cc(C)c2c(CC(=O)N3CCCC3)coc2c1,0.0,-2,3,-2,-4,-1,-5,34,-0.8,-6,-7
Cc1ccc(NC(=O)c2ccc(=O)n(CC(=O)Nc3c(C)cc(C)cc3C)n2)cc1,0.3,-3,3,-9,-4,26,-15,11,-0.3,3,-8
CC1(C)Cc2nc3sc4c(=O)n(CC(=O)NCc5ccccc5)cnc4c3cc2CO1,-0.2,4,2,-46,0,0,-6,-5,-4.5,-47,1
Cc1ccccc1NC(=O)c1ccc(NC(=O)C2CC(=O)OC23CCCCC3)cc1 (stereo unspecified),-0.1,-7,x,20,5,-6,3,6,-0.7,10,4
CCNC(=O)NC(=O)C(C)Sc1nc2ccccc2n1CC(C)C (stereo unspecified),0.3,-5,1,2,4,4,-6,-10,4.2,7,0
COc1cc(/C=C/C(=O)OCC(=O)NCc2ccco2)cc(OC)c1OC,-0.3,-2,-3,-15,-2,-1,-7,-27,2.0,3,-2
Cc1cccc(NS(=O)(=O)c2ccccc2)n1,0.0,1,5,11,15,-6,-9,-19,0.8,11,1
CCOCCCNC(=S)NNC(=O)CCn1nc(C)c(Br)c1C,0.3,4,4,1,-4,0,-8,-22,3.3,22,-1
CC(=O)N1CCN(C(=O)CC2OC(=O)c3ccccc32)CC1 (stereo unspecified),-0.1,5,1,8,0,27,-3,2,-1.1,1,5
O=c1c2c(nc3c(-c4ccc(Cl)cc4)c[nH]n13)CCC2,1.2,24,-6,23,-2,34,-5,77*,0.8,-8,0
O=C(COC(=O)c1ccc(-c2cnc3ccccc3n2)cc1)c1ccccc1,-0.2,-1,-4,-114,3,-26,-3,-11,1.8,-91,-1
COc1ccc(NC(=O)C(=O)c2cn(CC(=O)N3CCCC3)c3ccccc23)cc1OC,-0.1,-9,0,22,5,-6,-11,-45,-0.2,-1,1
Nc1cnnc(N/N=C\c2ccccc2)c1Cl,0.2,16,0,-148,0,-40,-2,-37,-0.6,-178,-1
Cc1ccc(C(=O)Nc2nnn(C)n2)cc1,-0.2,3,2,-45,22,-26,-8,-17,-2.4,-57,0
COc1ccc(CC(=O)N/N=C(/C)c2ccco2)cc1,0.4,-4,1,1,2,7,12,-21,0.6,9,3
Cc1ccc(S(=O)(=O)/N=C2\C=C(Nc3ccc(O)cc3)C(=O)c3ccccc32)cc1,-0.6,-26,x,105*,-13,99*,x,102*,-0.6,70*,x
COc1ccccc1NS(=O)(=O)c1ccc(C(N)=O)cc1,0.1,5,3,10,-1,13,-5,6,1.7,12,-1
O=C(/C(=C/O)N=Nc1cccc(C(F)(F)F)c1)c1ccccc1,-0.2,3,1,9,-5,15,-7,-6,-5.0,-2,-3
Clc1ccccc1-c1nnc2n1CCCCC2,0.0,6,0,10,1,-7,-14,31,-0.7,14,0
CCN(CC)CCCNC(=O)c1oc2ccc(S(=O)(=O)N3CC(C)CC(C)C3)cc2c1C (stereo unspecified),1.6,-3,0,37,-5,14,-2,1,-0.5,10,17
COc1ccc(C(=O)COC(=O)c2ccc(NC(=O)c3ccccc3)cc2)cc1,0.2,0,-3,13,-2,0,-6,-8,-0.8,-1,-2
CN1CCN(CC(=O)Nc2c(C(=O)C3CC3)oc3ccccc23)CC1,-0.3,-3,0,24,-4,0,-4,-8,1.0,13,2
COC(=O)c1ccc(CSc2nc3scc(-c4cccs4)c3c(=O)[nH]2)o1,-0.3,29,-3,1,-7,15,-6,-52,0.3,2,0
C#Cc1ccc(NC(=O)C2(C)CCN2C(=O)Cc2ccc(C(C)(C)C)cc2)cc1 (stereo unspecified),0.0,-30,x,12,5,x,-10,37,-2.1,10,-8
Cc1ccc(S(=O)(=O)NCCC(=O)Nc2ccncc2)cc1C,-0.2,-10,-4,0,9,-5,-14,-10,-0.3,10,-6

# Continued.
SMILES,aDG glyco up,Vif inh,NR2E3 ag-1,Peg3 promoter,PDI inh,MITF TRPM1 inh,CaV13 FRET inh,NR2E3 ag-2,iPSC survival up,HIF-2a inh,Granule exo inh
Cc1nc(SCc2c(F)cccc2Cl)c2c(=O)n(C)c(=O)n(C)c2n1,-0.2,8,3,0,x,x,-3,7,-1.9,-4,0
CCOc1ccccc1N(CC(=O)N1CCC(C(N)=O)CC1)S(=O)(=O)c1ccc(SC)cc1,-0.3,10,3,21,2,5,-5,-23,-0.4,9,-2
Cc1ccc(-c2cc(C(=O)N3CCCC(C(F)(F)F)C3)c3ccccc3n2)o1 (stereo unspecified),0.0,-1,1,-36,-1,-13,-4,-13,-0.2,-8,4
O=c1[nH]c(-c2ccccc2)cs1,0.1,19,2,12,2,8,-5,-16,-1.9,1,4
Cc1nnc(SCc2cc(=O)oc3ccc4ccccc4c23)n1Cc1ccccc1,0.0,0,0,16,0,5,-2,-19,2.1,20,3
CCOCCCNCc1cn(-c2ccc(F)cc2F)nc1-c1ccccc1C,0.3,-5,-7,19,0,8,-5,-6,0.1,22,0
COc1ccc(S(=O)(=O)N(CC(=O)O)c2ccc(C)cc2)cc1,-0.1,-1,3,7,-7,5,-7,7,-1.9,14,-3
O=C1CC(N2CCC(c3nc4ccccc4o3)CC2)C(=O)N1c1cc(Cl)cc(Cl)c1 (stereo unspecified),0.0,5,3,0,-2,7,-4,1,-1.2,16,4
COc1ccccc1C(=O)COC(=O)Cn1[nH]c(=O)c2ccccc2c1=O,0.1,2,5,-14,6,9,-7,-18,0.2,3,-1
O=C(CCn1cccn1)N1CCCC(N2CCN(c3cccc(Cl)c3)CC2)C1 (stereo unspecified),-0.2,-5,x,-17,-2,-7,x,-19,-0.5,-26,-12
O=C1C2CCCN2C(c2ccccc2F)N1c1ccc(Cl)cc1 (stereo unspecified),-0.2,4,0,11,8,7,-4,7,-0.8,4,-2

# Compound activity: PubChem, several laboratories
